# INS promoter inh = TRM-6 insulin promoter activity inhibition; TRM-6 cells (human fetal islet line), insulin promoter-eGFP reporter, imaging; reporter expression induced with tamoxifen; 130,000 tested, 0.9% active; inhibition, % at 2 µM;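 active = inhibition above the mean plus 3 SD, with well images judged a real hit on visual review, cut at about 60% in these data, passing the limit was not always enough; inconclusive = inhibition over the cutoff but images rejected on review; inactive = inhibition not above the cutoff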
# sdo1 growth = compounds rescuing growth of sdo1-depleted yeast, bone marrow failure model | 140,000 tested, 0.21% active | S. cerevisiae sdo1-depleted JHY4D growth rescue, OD600 30 h; active compounds read high; pdr5 snq2 efflux-pump mutant strain | z-score at 10 µM;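 active = z-score above 3 at both the 24 hr and the 30 hr optical density reads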;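 note: z-score against mean and SD of all compound wells on the same plate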
# sdo1 growth Rescue 24 h = further read-out of sdo1 growth, marked with its call; z-score; S. cerevisiae sdo1-depleted JHY4D growth rescue, OD600; measured here: growth rescue at 24 h;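 0 is the plate mean of compound wells and units are plate SD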
# The depositor's hits bear a star; ? = inconclusive; / = not tested or not shown.
SMILES,INS promoter inh,sdo1 growth,sdo1 growth Rescue 24 h
CC1(C)CC(=O)C2=C(C1)NC(=O)CC2c1cc2c(cc1Br)OCO2 (configuration not stated),/,-0.34,-0.43
O=C(CSc1ccc2nnc(-c3cccnc3)n2n1)NCC1CCCO1 (configuration not stated),/,1.6,1.8
COc1ccc(OCc2nnc(SCc3ccc(C(=O)O)cc3)o2)cc1,36,/,/
CC(C)(C)C1CCC(=NNC(=O)CN(c2ccccc2)S(=O)(=O)c2ccccc2[N+](=O)[O-])CC1 (configuration not stated),31,1.6,0.55
CCCCC(CC)C(=O)NCC(C)NC(=O)C(CC)CCCC (configuration not stated),-66,0.34,0.05
COc1ccccc1CNC(=O)C/C(C)=N/NC(=O)COc1ccc(C)cc1Br,-77,0.77,0.58
CCN(CC(=O)NCc1ccccn1)S(=O)(=O)c1ccc(Cl)cc1,/,0.74,1.1
Cc1cccc(-n2c(SCC(=O)NCc3ccc4c(c3)OCO4)nc3ccccc3c2=O)c1,-38,-1.9,-1.9
CCC(=O)c1ccc(N2CCCCC2)c(F)c1,14,/,/
CC1CN(C)C(C)c2c1oc1ccc(N)cc21 (configuration not stated),7,/,/
Fc1ccc(-c2cc(-c3ccccc3)nc(-n3cccn3)n2)cc1,-12,/,/
COc1ccc(Cl)cc1NC(=O)Cc1c(F)cccc1Cl,-13,-1.1,0.75
C[C@H](NS(=O)(=O)c1ccc(Cl)cc1)C(=O)OCC(=O)NC(=O)Nc1ccc2c(c1)OCCO2,53,1.3,0.09
CCN(CC)Cc1c(CC(C)C)oc(C)c1C(=O)O,-19,2,1.2
C[N+](C)(C)c1ccc(/C=N/Nc2nc(Cl)c(C#N)c(Cl)c2Cl)cc1,/,0.32,0.07
CC(=O)Nc1ccc(C2Nc3ccccc3C(=O)N2C2CCCCC2)cc1 (configuration not stated),-9,0.72,-0.21
O=C(c1ccco1)n1c(=S)nc2ccccn21,/,0.13,-0.52
O=[N+]([O-])c1ccc(NCCNc2ccc(Cl)nn2)cc1,36,-0.58,3
N#Cc1ccccc1NC(=O)COc1c(Br)cc(Br)c2cccnc12,-23,0.47,2.3
COc1cc(S(=O)(=O)Nc2ccc(C)cc2)ccc1N=Cc1c(C)[nH]n(-c2ccccc2)c1=O,72*,0.23,-0.19

# As a working copy, part of the list above:
SMILES,INS promoter inh,sdo1 growth,sdo1 growth Rescue 24 h
N#Cc1ccccc1NC(=O)COc1c(Br)cc(Br)c2cccnc12,-23,0.47,2.3
COc1cc(S(=O)(=O)Nc2ccc(C)cc2)ccc1N=Cc1c(C)[nH]n(-c2ccccc2)c1=O,72*,0.23,-0.19

# 5 of these compounds in another layout:
# Order of values: INS promoter inh	sdo1 growth	sdo1 growth Rescue 24 h
- COc1ccc(Cl)cc1NC(=O)Cc1c(F)cccc1Cl
  -13	-1.1	0.75
- C[C@H](NS(=O)(=O)c1ccc(Cl)cc1)C(=O)OCC(=O)NC(=O)Nc1ccc2c(c1)OCCO2
  53	1.3	0.09
- CCN(CC)Cc1c(CC(C)C)oc(C)c1C(=O)O
  -19	2	1.2
- C[N+](C)(C)c1ccc(/C=N/Nc2nc(Cl)c(C#N)c(Cl)c2Cl)cc1
  /	0.32	0.07
- CC(=O)Nc1ccc(C2Nc3ccccc3C(=O)N2C2CCCCC2)cc1 (configuration not stated)
  -9	0.72	-0.21

# Later entries
SMILES,INS promoter inh,sdo1 growth,sdo1 growth Rescue 24 h
CCCCCCC(=O)Nc1nc(C)c(-c2csc(Nc3ccccc3OC)n2)s1,20,-0.4,-0.68
COc1ccc(-c2c(C(C)=O)c(C)nc3sc4c(c23)NC(c2ccccc2)NC4=O)cc1 (configuration not stated),/,-0.15,0.63
O=C(Nc1ccc(F)cc1)N(Cc1nnc2n1CCCCC2)c1ccccc1,/,-0.48,-0.76
CC1CCCC(NC(=O)CSc2nnc(N)s2)C1C (configuration not stated),12,1.5,0.53
O=C(CCN1C(=O)COc2ccccc21)N1CCCCC1,21,-1.1,-1.4
CC1CCCCC1NC(=O)CSc1nnc(N)s1 (configuration not stated),-75,0.3,-0.17
COc1ccc([N+](=O)[O-])cc1/C=N/Nc1nn[nH]n1,-18,/,/
Cc1ccsc1CNC12CC3CC(CC(C3)C1)C2,-47,/,/
CCCCc1ccc(NC(=O)CC(C)C)cc1,44,/,/
CC12CCC(C(=O)Nc3ccccc3Cl)(C(Br)C1=O)C2(C)C (configuration not stated),-54,-0.28,-0.79
CCOC(=O)CSc1c(-c2cccs2)[nH]c2ccccc12,-59,-0.87,-0.73
Cc1c(NC(=O)CN2CCN(C(c3ccccc3)c3ccccc3)CC2)c(=O)n(-c2ccccc2)n1C,60,-1,-0.46
CCOc1ccc(N(C)S(=O)(=O)c2ccc3[nH]cc(C(=O)NCC4CCCO4)c(=O)c3c2)cc1 (configuration not stated),32,1.9,2.7
CCOc1ncccc1C(=O)Nc1ccc2c(C)cc(=O)oc2c1,/,0.22,0.78
Cc1cc(C(=O)COC(=O)c2ccc(O)cc2)c(C)n1CC1CCCO1 (configuration not stated),18,/,/
Cc1ccc(Cn2ccc(NC(=O)c3nc4ncccn4n3)n2)cc1,51,0.05,-0.5
O=C(NCc1cccnc1)c1ccc(CS(=O)(=O)Cc2ccc(Cl)cc2)o1,/,-0.14,-0.52
CCC(CO)NC1=C([N+](=O)[O-])C(=O)CC(C)(C)C1 (configuration not stated),/,0.8,0.29
CSc1ccc(S(=O)(=O)Nc2ccc(N3CCOCC3)c(Cl)c2)cc1,35,-1.5,-1.4
O=C(NC1CCS(=O)(=O)C1)Oc1ccc(Cl)cc1 (configuration not stated),56,0.65,0.6
CCOC(=O)c1c(NC(=O)CCCN2CCOCC2)sc2c1CC(C)(C)OC2,-11,-0.2,-0.43
CC(C)C(=O)N(c1ccc(F)cc1)C1C=CS(=O)(=O)C1 (configuration not stated),/,0.01,-0.71
Cc1cc(C(=O)Nc2cccnc2)no1,-13,0.3,0.32
O=C(O)c1ccc(COc2ccccc2/C=C2\NC(=O)N(Cc3ccccc3)C2=O)cc1,20,/,/
Cc1ccc2[nH]c(=O)c(CN(Cc3ccc4c(c3)OCO4)Cc3nnnn3C3CCCC3)cc2c1,/,-0.74,-1.3
Cn1c(-c2ccccc2O)cc2ccccc21,-190,-0.62,-0.96
COc1cc(NC(=O)CSc2nc3c(c(=O)[nH]2)CCCC3)cc(OC)c1OC,35,/,/
CCOc1ccc(CCNC(=O)C2CCCN(c3nn4c(=O)cc(C)nc4s3)C2)cc1 (configuration not stated),-10,1.2,1
COc1ccc(C(=O)NCc2ccc(C(=O)NCC(OC)OC)cc2)cc1OC,27,/,/
CCOc1cc(C)c(C(C)C)cc1S(=O)(=O)n1ccc(C)n1,82*,-1.4,-0.51
O=C(Cc1ccccc1)n1nc(-c2ccco2)nc1SCc1ccccc1,28,-0.18,-0.59
COc1ccc(NS(=O)(=O)CC23CCC(CC2=O)C3(C)C)cc1 (configuration not stated),-5,0.17,-0.97
O=C1CC(O)(c2ccccc2)C(c2ccccc2)=C1c1ccccc1 (configuration not stated),31,-1.4,-0.61
CCOC(=O)c1sc(NC(=O)c2ccc(Br)o2)cc1C,/,-0.93,-1.2
COc1ccc2[nH]c(=O)c(CN(C(=O)c3ccccn3)C3CCCCC3)cc2c1,/,0.41,-0.03
O=C(NCc1ccco1)c1cc2nc(-c3ccc4c(c3)OCO4)cc(C(F)(F)F)n2n1,18,-0.02,0.06
C=C(Br)Cn1c(CC)nc2ccccc21,37,0.42,0.33
CSc1nc(-c2ccc(Cl)cc2)nn1S(=O)(=O)c1ccccc1,74,-1,-1.4
COCCNC(=O)c1ccc(NS(C)(=O)=O)cc1,3,0.1,-0.28
CCc1ccc(NC(=O)NCCN2CCc3ccccc3C2)cc1,-9,-0.31,-0.36
N#C/C(=N\Nc1cccc2ccccc12)c1nnc2n1CCCCC2,/,-0.39,0.61
Cc1ccc[n+](/C(C(=S)NCc2ccco2)=C(/[O-])c2ccccc2Cl)c1,-287,-0.69,-0.67
COc1cc(-c2cc(OC)c3c(C)oc(C)c3c(=O)c2)ccc1O,57,-2.1,-0.33
CC(=O)Nc1ccc(NC(=S)NC(=O)c2oc3ccccc3c2C)cc1,12,1.1,4.5
O=C(CSc1nnc(-c2ccc3c(c2)OCCO3)o1)N1CCCC1,-50,0.5,0.63
CCOCCOC(=O)C(C)Oc1ccc(Oc2ncc(Cl)cc2Cl)cc1 (configuration not stated),/,6.9*,4*
CNc1ccc(/C=C/C(=O)c2ccc3c(c2)OCCO3)cc1[N+](=O)[O-],-29,-0.83,-1.1
N#Cc1c(-c2ccccc2)cc(-c2ccccc2)nc1SCc1nnc(-c2ccccc2)o1,-25,-0.75,-0.15
Cc1cnc(NC(=O)CSc2nnc(Cc3ccccc3)o2)s1,/,1.1,0.89
COc1ccc(C2CC(=O)N(CC(=O)NCC3CCCO3)c3ccccc3S2)cc1 (configuration not stated),-21,/,/
CCc1cc2c(=O)[nH]c(Cc3ccccc3)nc2s1,-93,-0.67,-0.61
[O-][N+]1=c2ccc(Nc3ccccc3)cc2=NC12CCCCC2,/,1.2,1.6
Cc1cc(/C=N/n2cnnc2)c(C)n1-c1ccc(OCc2ccc(Cl)cc2)cc1,-25,-1.5,-0.31
COc1ccc(-c2cc(C(F)(F)F)n3nc(C(=O)N4CCCCC4)cc3n2)cc1,-21,-0.2,0.12
COc1ccc(OC)c(NC(=O)C2C3CCC(C3=C(C)C)C2C(=O)O)c1 (configuration not stated),/,-0.42,-0.86
CC(C)n1c(N2CCN(CC(=O)Nc3ccc4c(c3)OCCO4)CC2)nc2ccccc21,/,0.63,0.13
O=C(c1cccc(S(=O)(=O)Nc2cccc(C(F)(F)F)c2)c1)N1CCCCC1,/,1.7,2.2
Cc1ccc(NC(=O)/C(=C\c2cccs2)NC(=O)c2ccccc2)cc1,-11,-0.25,0.31
O=C(NCc1ccco1)c1nc2c(nnn2Cc2ccccc2Cl)c(=O)[nH]1,-243,0.29,0.2
Cc1cnc([N+](=O)[O-])n1CCOC(=O)NC(=O)c1ccccc1,-18,/,/
# (cont.)
SMILES,INS promoter inh,sdo1 growth,sdo1 growth Rescue 24 h
CCOC(=O)CCC(=O)N1CCOCCOCCOCC1,-8,0.22,-0.06
CCCC(=O)N(CCN(Cc1ccccc1)C(=O)CCC)Cc1ccccc1,-42,-0.33,-0.48
CCn1c(=O)cc(SCC(=O)NCc2ccc3c(c2)OCO3)c2ccccc21,-158,-0.54,-0.64
Cc1ccc(S(=O)(=O)N2CCN(C(=O)c3cc4c(C)nn(-c5ccccc5C)c4s3)CC2)cc1,13,-0.94,-0.77
CCOC(=O)C1C(=O)OC(C)(C)C1C(C)C(=O)c1ccc(C)cc1 (configuration not stated),16,-0.01,0.07
Cc1ccc(NC2=Nc3ccccc3N3C2=Nc2c(c(C)nn2-c2ccccc2)C3c2ccc(O)c(O)c2)cc1 (configuration not stated),-45,-1.1,0.27
CCOC(=O)c1c(C)nc2sc(C(=O)Nc3ccc(OC)cc3)c(N)c2c1-c1ccc(OC)cc1,-9,-0.54,2.1
Cc1ccc(C)c(Cc2c(C)nc3c(C(=O)N4CCOCC4)cnn3c2C)c1,/,-0.81,-0.87
Cc1ccc(NC(=O)Nc2ccccc2CC[N+](=O)[O-])cc1,18,/,/
COc1cc(Nc2ccc(C(=O)O)cc2[N+](=O)[O-])cc(OC)c1,7,-0.13,0.03
Cc1ccc(C)c(OCCSc2nnc(-c3cccnc3)n2N)c1,/,0.2,0.37
Cc1cc(C)n(C(CC(=O)O)C(=O)O)n1 (configuration not stated),9,0.25,-0.66
COc1ccc(C(C)=O)cc1COC(=O)c1cnc(C)cn1,18,0.76,0.83
O=C(C1CCCN(S(=O)(=O)c2cccc3nonc23)C1)N1CCN(c2ccccc2Cl)CC1 (configuration not stated),-94,-0.84,-0.92
OC1C2(Cc3ccccc3)CN3CCN(C2)CC1(Cc1ccccc1)C3 (configuration not stated),?,1.1,1
O=C(COC(=O)C1COc2ccccc2O1)Nc1cccc(S(=O)(=O)N2CCCCC2)c1 (configuration not stated),40,/,/
CCC(=O)Nc1cccc(NC(=O)c2cccc([N+](=O)[O-])c2C)c1,/,0.78,0.26
CCN(CC)CCCNC(=O)C1CCCN(c2nnc(N3CCCC3=O)s2)C1 (configuration not stated),-13,0.11,0.05
O=c1[nH]c2cc3c(cc2cc1CN(Cc1nnnn1C1CCCC1)C1CCCC1)OCCO3,/,0.13,0.86
COC(=O)Cn1c(=NC(=O)c2cccc(OC)c2)sc2cc(OC)ccc21,/,0.04,-0.15

# Entries shown so far with a furan ring, fused or not:
SMILES,INS promoter inh,sdo1 growth,sdo1 growth Rescue 24 h
CC1CN(C)C(C)c2c1oc1ccc(N)cc21 (configuration not stated),7,/,/
CCN(CC)Cc1c(CC(C)C)oc(C)c1C(=O)O,-19,2,1.2
O=C(c1ccco1)n1c(=S)nc2ccccn21,/,0.13,-0.52
O=C(NCc1cccnc1)c1ccc(CS(=O)(=O)Cc2ccc(Cl)cc2)o1,/,-0.14,-0.52
O=C(Cc1ccccc1)n1nc(-c2ccco2)nc1SCc1ccccc1,28,-0.18,-0.59
CCOC(=O)c1sc(NC(=O)c2ccc(Br)o2)cc1C,/,-0.93,-1.2
O=C(NCc1ccco1)c1cc2nc(-c3ccc4c(c3)OCO4)cc(C(F)(F)F)n2n1,18,-0.02,0.06
Cc1ccc[n+](/C(C(=S)NCc2ccco2)=C(/[O-])c2ccccc2Cl)c1,-287,-0.69,-0.67
COc1cc(-c2cc(OC)c3c(C)oc(C)c3c(=O)c2)ccc1O,57,-2.1,-0.33
CC(=O)Nc1ccc(NC(=S)NC(=O)c2oc3ccccc3c2C)cc1,12,1.1,4.5
O=C(NCc1ccco1)c1nc2c(nnn2Cc2ccccc2Cl)c(=O)[nH]1,-243,0.29,0.2

# Source: PubChem (several laboratories)
